Bioassay records: PubChem, several laboratories
VLA-4 inh: inhibition in a human VLA-4 binding assay | hit rate 0.2% among 330,000 | AID 2557 | P13612 | VLA-4 expressing cells, ligand binding flow cytometry | inhibition, % (about 7 µM as worked out from the volumes in the protocol); in the data active = inhibition above about 50%
GASC-1 inh: inhibitors of human GASC-1 (JMJD2C) demethylase | AID 2099 | Q9H3R0 | inhibition, % at 2.35 µM | GST-JMJD2C(1-420) H3K9me3 demethylation, DELFIA europium | hit rate 0.069% among 330,000;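 active = more than half of a compound's replicate wells show inhibition beyond 50%, single wells judged on their own value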;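 note: signal counts dimethyl H3K9 product captured on neutravidin plate; 0% = median of DMSO wells and 100% = 0.3 times that DMSO median; strong numbers were not always called active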
Target sequence (Q9H3R0 1-420 limits assumed): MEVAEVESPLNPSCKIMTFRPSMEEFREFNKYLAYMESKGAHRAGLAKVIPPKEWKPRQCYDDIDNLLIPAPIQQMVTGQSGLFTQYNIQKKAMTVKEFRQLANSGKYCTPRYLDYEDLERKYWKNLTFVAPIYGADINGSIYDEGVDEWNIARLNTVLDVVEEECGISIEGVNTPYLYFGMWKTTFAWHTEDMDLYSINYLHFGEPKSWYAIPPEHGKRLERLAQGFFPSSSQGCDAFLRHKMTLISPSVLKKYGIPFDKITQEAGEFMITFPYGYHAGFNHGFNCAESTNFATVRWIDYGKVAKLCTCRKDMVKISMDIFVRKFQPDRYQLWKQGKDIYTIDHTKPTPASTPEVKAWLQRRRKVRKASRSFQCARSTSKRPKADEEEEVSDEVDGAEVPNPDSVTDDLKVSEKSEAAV
LAP4-GFP MLPCN: yeast TOR pathway LAP4-GFP modulation; S. cerevisiae LAP4-GFP multiplex, flow cytometry GFP, 3 h; median GFP as percent of DMSO wells; GFP response vs DMSO, % at 10 µM; hit rate 0.34% among 320,000;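 active = GFP response vs DMSO above a set limit, about the screen mean plus 3 SD, cut at about 150% in these data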
AGP1 TOR yeast: modulators of TOR pathway AGP1-GFP in S. cerevisiae. AID 2066. S. cerevisiae AGP1-GFP multiplex flow cytometry, 3 h; GFP as percent of DMSO wells. hit rate 0.02% among 320,000. GFP response vs DMSO, % at 10 µM;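 active = GFP response relative to DMSO above a set limit, near screen average plus 3 SD, cut at about 150% in these data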;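 note: median GFP channel fluorescence of the gated AGP1 strain per well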
CIT2-GFP yeast: modulators of TOR pathway CIT2-GFP in S. cerevisiae | GFP response vs DMSO, % at 10 µM | S. cerevisiae CIT2-GFP strain, flow cytometry, 3 h; 100 means same as DMSO wells | hit rate 0.065% among 320,000 | AID 2029;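 active = GFP response relative to DMSO above a set limit, near the screen mean plus 3 SD, cut at about 150% in these data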;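 note: ratio of well median GFP fluorescence to mean of DMSO wells on the plate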
GRK2 inh: human GRK2 inhibition via aptamer displacement; P25098; bead flow cytometry, FAM-aptamer displacement from GRK2; inhibition of aptamer binding, % at 10 µM; hit rate 0.59% among 330,000;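 active = inhibition of aptamer binding above 40%, roughly 3 SD of noise, on plates passing a quality check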;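 note: median bead fluorescence of bound FAM aptamer so fluorescent compounds give negative values; no value below 0 was filed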
Target sequence (P25098 whole entry, looked up): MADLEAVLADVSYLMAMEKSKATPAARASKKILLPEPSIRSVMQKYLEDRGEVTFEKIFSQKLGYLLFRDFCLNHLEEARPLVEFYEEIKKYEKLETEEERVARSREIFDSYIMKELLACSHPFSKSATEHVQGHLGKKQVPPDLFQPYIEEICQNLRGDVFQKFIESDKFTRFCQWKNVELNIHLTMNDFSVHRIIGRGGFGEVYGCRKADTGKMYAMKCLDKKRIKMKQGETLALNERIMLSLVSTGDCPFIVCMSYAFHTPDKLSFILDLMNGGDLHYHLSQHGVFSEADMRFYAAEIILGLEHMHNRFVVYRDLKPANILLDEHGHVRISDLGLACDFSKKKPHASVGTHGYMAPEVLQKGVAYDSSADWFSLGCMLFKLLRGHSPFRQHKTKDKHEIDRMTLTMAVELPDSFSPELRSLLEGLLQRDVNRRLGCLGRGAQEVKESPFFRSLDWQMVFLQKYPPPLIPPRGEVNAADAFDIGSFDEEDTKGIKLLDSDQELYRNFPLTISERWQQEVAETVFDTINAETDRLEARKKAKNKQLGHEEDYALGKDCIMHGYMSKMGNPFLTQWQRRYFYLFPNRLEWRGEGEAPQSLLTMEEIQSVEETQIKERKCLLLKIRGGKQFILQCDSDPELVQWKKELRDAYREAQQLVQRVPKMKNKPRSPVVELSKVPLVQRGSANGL
RPL19A-GFP yeast: alters RPL19A-GFP fluorescence in TOR pathway yeast screen | S. cerevisiae RPL19A-GFP strain, flow cytometry, 3 h; stronger effect = lower value | percent response vs DMSO, % at 10 µM | hit rate 0.3% among 330,000;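 active = percent response vs DMSO below 50%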;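 note: median channel GFP fluorescence of the barcoded RPL19A-GFP strain; ratio of sample median GFP to plate DMSO average so 100% = DMSO; lower means less RPL19A-GFP as with rapamycin TOR inhibition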
MEP2 TOR yeast: modulators of TOR pathway MEP2-GFP in S. cerevisiae; S. cerevisiae MEP2-GFP strain, flow cytometry GFP, 3 h; 100% = DMSO control level; GFP response vs DMSO, % at 10 µM; hit rate 0.51% among 330,000;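 active = GFP response versus DMSO above a set limit, roughly screen mean plus 3 SD, cut at about 180% in these data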;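 note: median GFP fluorescence of the barcode-gated MEP2-GFP cells per well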
* = called active by the depositor; i = inactive; / = not tested or not shown.

VLA-4 inh	GASC-1 inh	LAP4-GFP MLPCN	compound	AGP1 TOR yeast	CIT2-GFP yeast	GRK2 inh	RPL19A-GFP yeast	MEP2 TOR yeast
13	19	90	CSCCC(Nc1ccc(S(=O)(=O)N2CCOCC2)cc1[N+](=O)[O-])C(=O)OCC(=O)N(C(C)C)C(C)C (stereo not drawn)	91	97	7	103	89
17	52	107	Nc1c(-c2ccccc2)nc(Cl)nc1-c1ccccc1	96	99	2	99	105
-11	2	97	CCc1nc(NC(C)C)c2oc3ccccc3c2n1	97	102	0	99	100
-13	8	108	CCN(CC)S(=O)(=O)c1cccc(NC(=O)CCSc2ccc(Cl)cc2)c1	101	83	0	100	100
10	-2	93	Cc1ccc(C(=O)Nc2ccc(F)cc2)o1	100	109	0	104	106
-14	0	104	CCN1C(=O)[C@@H]2[C@H](C1=O)[C@@H]1C(=O)Nc3ccccc3C(=O)N1[C@@H]2c1ccc(OC)cc1	98	94	1	106	95
4	-2	93	CCCC(=Nc1ccccc1OC)C1=C(O)CC(c2ccccc2)CC1=O (stereo not drawn)	99	91	1	111	94
13	3	92	CCC(C)(C)NC(=O)C(c1ccc(OC)cc1)N(C(=O)CCC(=O)Nc1cc(C)on1)C1CC1 (stereo not drawn)	99	100	1	103	100
-3	-16	88	CC(=O)c1ccc(OCC(O)CN2CCN(S(=O)(=O)c3cccc(Br)c3)CC2)cc1 (stereo not drawn)	89	95	88*	94	106
-11	-4	99	CC(C)CN1CCN(Cc2ccc3ncccc3c2)CC1CCO (stereo not drawn)	96	94	2	96	100
0	-13	89	C=CCNC(=S)N(CC)c1cccc2ccccc12	95	89	0	95	87
7	5	102	Nc1c(C(=O)CSc2ncccn2)c(=O)[nH]c(=O)n1C1CC1	98	91	1	97	94
0	-1	101	COc1ccc(C(=O)CSc2nnc(-c3cccnc3)n2Cc2ccco2)cc1	99	96	2	99	100
3	/	95	Nc1ccc(O)cc1C(=O)OCC(=O)C12CC3CC(CC(C3)C1)C2	99	90	3	97	93
9	4	97	COCc1ccc(C(=O)N2CCCC(C(=O)c3cccc(C(F)(F)F)c3)C2)o1 (stereo not drawn)	99	89	1	94	88
6	1	89	CN(C(=O)CCc1nnc(-c2ccc(-c3ccccc3)cc2)o1)C1CCOCC1	94	92	0	97	90
/	-5	100	C(=N\N1CCN(Cc2cccc3ccccc23)CC1)/c1cccnc1	92	90	0	97	99
2	-9	105	O=C(CSc1ccccc1C(=O)NCCCN1CCCC1=O)NCc1ccco1	102	107	2	95	106
2	-6	99	Cc1nnc(NC(=O)c2ccc(F)c(S(=O)(=O)N3CCOCC3)c2)s1	100	103	0	101	105
6	-13	96	COc1ccc(C(=O)N2CCN(c3ccc(N4CCOCC4)nn3)CC2)cc1OC	103	105	0	104	112
-6	-1	89	CCOC(=O)CN1C(=O)C(O)=C(C(C)=O)C1c1ccc(F)cc1 (stereo not drawn)	102	104	0	101	103
-2	6	88	CC(C)COC(=O)c1cc(=O)[nH]c2ccccc12	86	89	1	89	98
-3	8	103	O=[N+]([O-])c1ccc(S(=O)(=O)Nc2cccc(-c3ccc(N4CCOCC4)nn3)c2)cc1	102	100	2	100	103
0	3	102	O=C(CN1C(=O)c2ccc([N+](=O)[O-])cc2C1=O)NCCC1=CCCCC1	108	91	0	99	93
-4	2	116	O=C(CCNc1ccccc1)c1ccc2c(c1)OCO2	99	99	3	96	96

17 of the compounds above, with the structure last.
VLA-4 inh	GASC-1 inh	LAP4-GFP MLPCN	AGP1 TOR yeast	CIT2-GFP yeast	GRK2 inh	RPL19A-GFP yeast	MEP2 TOR yeast	mol
4	-2	93	99	91	1	111	94	CCCC(=Nc1ccccc1OC)C1=C(O)CC(c2ccccc2)CC1=O (stereo not drawn)
13	3	92	99	100	1	103	100	CCC(C)(C)NC(=O)C(c1ccc(OC)cc1)N(C(=O)CCC(=O)Nc1cc(C)on1)C1CC1 (stereo not drawn)
-3	-16	88	89	95	88*	94	106	CC(=O)c1ccc(OCC(O)CN2CCN(S(=O)(=O)c3cccc(Br)c3)CC2)cc1 (stereo not drawn)
-11	-4	99	96	94	2	96	100	CC(C)CN1CCN(Cc2ccc3ncccc3c2)CC1CCO (stereo not drawn)
0	-13	89	95	89	0	95	87	C=CCNC(=S)N(CC)c1cccc2ccccc12
7	5	102	98	91	1	97	94	Nc1c(C(=O)CSc2ncccn2)c(=O)[nH]c(=O)n1C1CC1
0	-1	101	99	96	2	99	100	COc1ccc(C(=O)CSc2nnc(-c3cccnc3)n2Cc2ccco2)cc1
3	/	95	99	90	3	97	93	Nc1ccc(O)cc1C(=O)OCC(=O)C12CC3CC(CC(C3)C1)C2
9	4	97	99	89	1	94	88	COCc1ccc(C(=O)N2CCCC(C(=O)c3cccc(C(F)(F)F)c3)C2)o1 (stereo not drawn)
6	1	89	94	92	0	97	90	CN(C(=O)CCc1nnc(-c2ccc(-c3ccccc3)cc2)o1)C1CCOCC1
/	-5	100	92	90	0	97	99	C(=N\N1CCN(Cc2cccc3ccccc23)CC1)/c1cccnc1
2	-9	105	102	107	2	95	106	O=C(CSc1ccccc1C(=O)NCCCN1CCCC1=O)NCc1ccco1
2	-6	99	100	103	0	101	105	Cc1nnc(NC(=O)c2ccc(F)c(S(=O)(=O)N3CCOCC3)c2)s1
6	-13	96	103	105	0	104	112	COc1ccc(C(=O)N2CCN(c3ccc(N4CCOCC4)nn3)CC2)cc1OC
-6	-1	89	102	104	0	101	103	CCOC(=O)CN1C(=O)C(O)=C(C(C)=O)C1c1ccc(F)cc1 (stereo not drawn)
-2	6	88	86	89	1	89	98	CC(C)COC(=O)c1cc(=O)[nH]c2ccccc12
-3	8	103	102	100	2	100	103	O=[N+]([O-])c1ccc(S(=O)(=O)Nc2cccc(-c3ccc(N4CCOCC4)nn3)c2)cc1

Other compounds follow.
VLA-4 inh	GASC-1 inh	LAP4-GFP MLPCN	compound	AGP1 TOR yeast	CIT2-GFP yeast	GRK2 inh	RPL19A-GFP yeast	MEP2 TOR yeast
4	1	93	CCNC(=O)COC(=O)/C=C/c1cccc(F)c1	96	101	0	95	95
-4	-27	88	O=C(NC1CCN(C(=S)Nc2ccc(Cl)cc2)CC1)C1CCCCC1	91	97	3	97	103
-10	-4	99	COc1cc(C(C)=O)ccc1OCC(=O)OCC(=O)c1cc(C)n(CC2CCCO2)c1C (stereo not drawn)	104	98	0	100	101
17	16	100	O=C(c1cc(F)c(F)cc1Cl)N1CCCCC1	100	97	2	97	108
3	3	103	Cn1c(/C(C#N)=C(\O)c2ccc(Cl)s2)nc2ccccc21	84	97	11	101	107
18	-1	111	Cc1[nH]c2ccccc2c1SCC(=O)N1CCCc2ccccc21	109	117	0	102	100
-3	5	103	COc1cc(C(=O)NC(=S)Nc2ccc3c(c2)C(=O)N(C)C3=O)cc(OC)c1OC	104	105	3	108	111
13	-7	108	C=CCOc1nc2c(c(=O)n(Cc3ccc(Cl)cc3)c(=O)n2C)n1C	99	92	2	92	96
4	-7	88	NC(=O)C1CNc2ccccc2O1 (stereo not drawn)	84	103	1	94	89
6	4	106	CN(C)CCCNC(=O)/C=C/c1ccc(OCc2c(F)cccc2Cl)cc1	103	83	0	101	90
-17	29	108	Cn1c(=O)c2c(nc(NCCCN3CCOCC3)n2Cc2ccc(Cl)cc2)n(C)c1=O	111	115	1	110	107
8	-2	85	Cc1ccc(C)c(N2CCN(C(=O)CCC(=O)Nc3nnc(C(F)(F)F)s3)CC2)c1	93	96	1	97	89
-4	4	109	CC1CCN(CCOCCOc2ccc(Cl)cc2Br)CC1	110	111	0	105	107
-7	-2	86	CC(=O)Nc1ccc(C(=O)NC(C)c2ccc(-n3ccnc3)cc2)cc1 (stereo not drawn)	87	104	0	98	101
6	3	99	CC(=O)Nc1ccc(N(C(=O)c2ccco2)C(C(=O)NC2CCCCC2)c2ccccc2)cc1 (stereo not drawn)	103	117	3	107	108
29	-1	96	COCCNC(=S)N/N=C(\C)c1cccc([N+](=O)[O-])c1	98	97	6	97	98
11	-6	114	CN(Cc1ccccc1)C(=O)c1[nH]cnc1C(=O)NCC(=O)OC(C)(C)C	89	73	3	94	88
11	-3	129	CC(C)(C)OC(=O)N1CCC(NC(=O)c2nc[nH]c2C(=O)NCC(=O)OCc2ccccc2)CC1	75	65	2	95	92
-5	1	86	COc1ccc(-c2nc(-n3c(C)c(C(C)=O)c(C(C)=O)c3C)sc2C)cc1	100	86	78*	93	87
1	8	107	Cn1c(=O)c2cc(NCc3ccccc3)nnc2n(C)c1=O	102	98	2	96	101
4	-2	115	Cc1ccc(/C=N/NC(=O)c2ccc(-n3cnnn3)cc2)cc1	112	101	2	111	117
10	3	109	O=C(COC(=O)c1cc([N+](=O)[O-])ccc1NCc1ccccc1Cl)NCC(F)(F)F	116	109	4	121	126
-4	12	92	O=C(CSc1nnc2c3c4c(sc3ncn12)CCCC4)NCc1ccco1	103	100	2	102	101
4	8	95	CC(=O)Nc1ccc(S(=O)(=O)N(C)CC(=O)OC(C)C(=O)N(C)Cc2ccccc2)cc1 (stereo not drawn)	98	106	1	98	107
0	-10	107	O=[N+]([O-])c1ccc(Oc2cccc3cccnc23)c(Cl)c1	107	99	0	101	113

3 structures already listed, arranged by formula weight, falling:
VLA-4 inh	GASC-1 inh	LAP4-GFP MLPCN	compound	AGP1 TOR yeast	CIT2-GFP yeast	GRK2 inh	RPL19A-GFP yeast	MEP2 TOR yeast
11	-3	129	CC(C)(C)OC(=O)N1CCC(NC(=O)c2nc[nH]c2C(=O)NCC(=O)OCc2ccccc2)CC1	75	65	2	95	92
-4	-27	88	O=C(NC1CCN(C(=S)Nc2ccc(Cl)cc2)CC1)C1CCCCC1	91	97	3	97	103
17	16	100	O=C(c1cc(F)c(F)cc1Cl)N1CCCCC1	100	97	2	97	108

Following part
VLA-4 inh	GASC-1 inh	LAP4-GFP MLPCN	compound	AGP1 TOR yeast	CIT2-GFP yeast	GRK2 inh	RPL19A-GFP yeast	MEP2 TOR yeast
-5	13	116	CCn1c(=O)c2cc(C(=O)N3CCOCC3)sc2c2ccccc21	96	90	3	104	107
9	11	105	Cc1ccc2cc(CN(Cc3cccs3)C(=O)c3ccco3)c3nnnn3c2c1C	116	99	3	105	108
1	29	104	Cc1ccc2c(c1)CCCN2C(=O)c1ccoc1C	97	102	1	99	100
5	4	88	Cc1cccc(NS(=O)(=O)c2cccc(C(=O)NCc3ccccc3CN3CCOCC3)c2)c1	93	88	0	89	93
5	5	104	CC(OC(=O)CCN=C1NS(=O)(=O)c2ccccc21)C(=O)N(C)C1CCCCC1 (stereo not drawn)	108	100	3	98	100
7	3	98	CC(=O)NC(C)C(=O)OCC(=O)c1ccc(Cl)s1 (stereo not drawn)	98	95	4	97	99
9	-6	93	CCCNC(=O)CSc1nc2ccccc2c(=O)n1CCC	93	92	0	100	98
-3	-6	111	Cc1ccc2nc(NCc3ccc(F)cc3)c3nncn3c2c1	90	92	1	32*	152
10	5	97	COc1ccc(N2C(=O)CC(N3CCN(c4cccc(Cl)c4)CC3)C2=O)cc1 (stereo not drawn)	93	93	1	98	105
9	-3	108	Cn1c(Cn2cnc3ccccc32)nnc1SCc1ccccc1	108	108	0	104	108
-3	5	90	C/C(=C/c1oc2ccc(O)cc2c1[N+](=O)[O-])N(C)C	99	102	0	95	82
-7	-12	105	Clc1ccccc1-c1nn2c(-c3ccccn3)nnc2s1	105	118	1	118	110
10	-11	90	Cc1cc(=O)oc2cc(OCC(=O)OCC(=O)Nc3ccc(C(C)C)cc3)ccc12	100	97	2	103	97
13	6	109	Cc1ccc(-n2c(C)nc3c(cnn3-c3ccc(C)c(C)c3)c2=O)cc1C	110	99	0	105	105
2	7	99	CC(C)Cc1nnc(NC(=O)CCC(=O)NC2CCCCC2)s1	102	106	0	102	106
-3	-4	88	COc1ccccc1/C=C(/C(=O)OCC(=O)Nc1cc(C)ccc1C)c1ccccc1	95	98	2	100	107
-6	3	99	COc1ccccc1N1CCN(C2CCN(C(=O)c3cccc(F)c3)CC2)CC1	101	95	2	102	105
-4	i	117	Cc1cc(C)n2nc(CNS(=O)(=O)c3ccc(F)cc3)nc2n1	100	98	5	106	103
